# ST2 inh – inhibitors of human ST2 (IL1RL1) binding to IL-33; inhibition, % for hits at 17 µM; AlphaLISA ST2-Fc/biotin-IL-33 interaction, 1 h; Q01638; AID 1259354; actives 2.3% (n = 78,000); in the data active = inhibition above about 30%; inconclusive = mostly about 10% to 28%
# Target sequence (Q01638 whole entry, looked up): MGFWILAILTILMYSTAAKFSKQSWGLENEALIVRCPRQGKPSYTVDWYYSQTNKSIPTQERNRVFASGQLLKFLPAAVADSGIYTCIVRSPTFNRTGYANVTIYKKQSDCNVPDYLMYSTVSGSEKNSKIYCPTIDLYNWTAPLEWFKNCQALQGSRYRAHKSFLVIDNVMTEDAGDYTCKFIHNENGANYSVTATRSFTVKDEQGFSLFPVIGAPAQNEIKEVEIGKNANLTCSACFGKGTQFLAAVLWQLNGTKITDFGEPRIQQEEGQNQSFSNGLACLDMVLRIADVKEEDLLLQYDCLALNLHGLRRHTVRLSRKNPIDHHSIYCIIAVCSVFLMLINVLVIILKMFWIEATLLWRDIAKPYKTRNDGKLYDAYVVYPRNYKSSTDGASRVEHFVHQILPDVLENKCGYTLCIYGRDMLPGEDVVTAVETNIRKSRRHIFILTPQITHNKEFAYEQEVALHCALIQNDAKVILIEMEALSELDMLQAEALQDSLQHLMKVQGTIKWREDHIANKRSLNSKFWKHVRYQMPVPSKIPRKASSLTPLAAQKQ
# Numbers without * were called inactive; i = inactive; ? = inconclusive; ! = not confirmed by another sample. The list is partial. The share of hits here may be higher or lower than overall.
SMILES,ST2 inh
Cc1nn(C)cc1-c1ccnc(NCCCN2CCCC2)n1,i
C=CCN(CC=C)S(=O)(=O)c1ccc(C(=O)Nc2nnc(-c3cccc(OC)c3)o2)cc1,i
COc1ccc2oc(=O)c(C(=O)Nc3ccc(C)cc3C)cc2c1,?
CCOc1cc(/C=C2\SC(=O)N(C)C2=O)ccc1OCc1ccc(C(=O)O)cc1,?
CS(=O)(=O)N1CCCC(C(=O)NCc2ccc(F)cc2Cl)C1 (centres undefined),i
CC1Sc2sc(=O)sc2SC(C)(C)C1=O (centres undefined),?
O=C1NCC(=O)N2CCN(C(=O)c3nc4ccccc4s3)CC12 (centres undefined),i
CC(C)(C)C1CCc2c(sc3c2C(=O)NC(c2ccncc2)N3)C1 (centres undefined),?
COc1cc(Cl)c(S(=O)(=O)NCCCN2CCOCC2)cc1Cl,i
CCCCOc1ccc(/C=c2\sc3ncnn3c2=O)cc1,i
Cc1cc(C)c(NC(=O)CNC2CC(C)(C)NC(C)(C)C2)c(C)c1,i
COc1ccccc1N1CCN(C(=O)C(c2ccccc2)c2ccccc2)CC1,i
COc1ccc(Cn2c(C)nc([N+](=O)[O-])c2SCCC#N)cc1[N+](=O)[O-],i
O=C(Nc1ccccc1NC(=O)c1cccnc1)c1cccnc1,?
Cc1c(-c2cc(C(=O)N3[C@@H]4CC[C@H]3CN(C)C(=O)C4)no2)cnn1C,i
COc1cccc(NC(=O)CCC2CCN(C(=O)CSc3ccccc3)CC2)c1,i
COc1ccc(CCNC(=O)N2CCCCC2CN2CCOCC2)cc1 (centres undefined),i
CCOC(=O)c1c(NC(C)=O)sc2c1CC(C)(C)OC2,?
CNC(=O)Oc1ccc2c(c1)[C@]1(C)CCN(C)[C@@H]1N2C,i
CC1CCN(c2nc(-c3ccccc3)nc3ccccc23)CC1,i
CC(C)CCNC(=O)C1c2ccccc2C(=O)N2CCc3ccccc3C12 (centres undefined),i
C=CCSC(C)C(=O)N1CCn2c(C(N)=O)cnc2C1 (centres undefined),i
Cc1noc([C@@H]2C[C@H](NS(=O)(=O)c3ccccc3)CN2C)n1,i
CCOC(=O)CSc1nc2c([nH]c3ccccc32)c(=O)n1-c1ccc(C)cc1,?
CCOc1ccc(C2Nc3ccccc3-c3nnc(SCC)nc3O2)cc1 (centres undefined),i

# In another format: entries from further up.
> O=C(Nc1ccccc1NC(=O)c1cccnc1)c1cccnc1
- ST2 inh = ?

> COc1ccc(Cn2c(C)nc([N+](=O)[O-])c2SCCC#N)cc1[N+](=O)[O-]
- ST2 inh = i

> COc1ccc(CCNC(=O)N2CCCCC2CN2CCOCC2)cc1 (centres undefined)
- ST2 inh = i

> CCOC(=O)CSc1nc2c([nH]c3ccccc32)c(=O)n1-c1ccc(C)cc1
- ST2 inh = ?

# More records follow.
SMILES,ST2 inh
O=C(COc1cccc([N+](=O)[O-])c1)Nc1cccc(-c2nnc(-c3ccccc3)o2)c1,?
CC1=N/C(=C\c2ccc(Br)cc2)C(=O)O1,i
COc1cccc(F)c1-c1ccc(SCC(N)=O)cc1,i
O=C(O)c1cc2n(n1)CCCN(C(=O)CCc1c[nH]c3ccccc13)C2,i
CC1=CCC2COC(c3ccccc3)C1C2 (centres undefined),i
Cc1ccc(S(=O)(=O)N2CCN(c3nc(-c4ccc(C)o4)cs3)CC2)cc1,37%*
O=C(CCCn1c(=O)[nH]c2ccsc2c1=O)N1CCN(c2ncccn2)CC1,?
CCN1CCc2c(sc(NC(=O)CS(=O)(=O)c3ccccc3)c2-c2nc3ccccc3s2)C1,i
COc1ccc(CN2C[C@H](O)C[C@H]2c2nc(-c3ccccc3)no2)c(OC)c1OC,i
Cc1cc(C)cc(N2CCN(C(=O)C3CCC(=O)N(C4CCCC4)C3)CC2=O)c1 (centres undefined),i
COc1ccc(-c2cc(N3CCN(S(=O)(=O)c4ccc(F)c(Cl)c4)CC3)ncn2)cc1,i
Cc1ccc2c(CC(=O)N3CC(=O)N(CC(C)C)CC(OCc4ccccn4)C3)cc(=O)oc2c1 (centres undefined),i
O=c1oc2c(Cl)cc(NS(=O)(=O)c3ccc(Cl)cc3)cc2s1,i
O=C(N1CCc2ccccc21)C1(S(=O)(=O)c2ccc(Cl)cc2)CC1,i
Cc1ccc(NC(=O)/C(=C/c2ccc3c(c2)OCO3)NC(=O)c2ccc(Br)cc2)cc1,i
CC(=O)N1N=C(c2ccc(C)cc2)CC1c1ccccc1F (centres undefined),i
O=C(O)COc1ccccc1C(c1c[nH]c2ccccc12)c1c[nH]c2ccccc12,i
Oc1ccc(-c2nnc(N3CCOCC3)c3ccccc23)cc1,i
Cc1ccc(C2CC(=O)C3=C(C2)Nc2ccccc2NC3c2cccnc2)cc1 (centres undefined),?
CN(C)c1ccc(/C=C2\SC(=Nc3ccc(O)cc3)NC2=O)cc1,?
CCOC(=O)CSc1nc2c(c(=O)n1-c1ccc(Cl)cc1)SCC2,i
Cc1ccc(NC(=O)Cc2cccs2)cc1C,i
COc1ccc2cc3cc(C(=O)NCCCN4CCOCC4)oc3nc2c1,i
CC1=CN2C(=NC(=O)CC2(C)C(=O)NCCCN(CC(C)C)CC(C)C)C=C1 (centres undefined),i
COc1ccccc1CNC(=O)Cc1c(C(=O)O)[nH]c2ccc(Cl)cc12,i

# Later entries.
SMILES,ST2 inh
COc1ccc(S(=O)(=O)NCC2CCCN(C(=O)c3cncs3)C2)cc1 (centres undefined),i
C#CCN(C)C[C@@H]1C=C(C)[C@H](Cc2nnc(-c3ccccc3)o2)C[C@H]1C(C)C,i
COCCS(=O)(=O)c1ncc(CN2CCc3sccc3C2)n1Cc1ccccc1,?
CCOCCCNC(=O)c1cc(Sc2nnc(C)s2)nc2ccccc12,?
CC1=C(CCN2CCC(CCC(=O)N3CCCC3)CC2)C(C)(C)CCC1,i
O=C(NC[C@H]1O[C@@H](CO)[C@@H](O)[C@H]1N1CCN(c2ccc(F)cc2)CC1)Nc1ccc(F)cc1F,i
CC(C)NC(=O)NC[C@H]1O[C@@H](CO)[C@@H](O)[C@H]1N1CCN(c2ccccn2)CC1,?
CS(=O)(=O)c1ccc2nc(N)sc2c1,i
CC(C)NC(=O)c1cc(-c2ccc(F)cc2)on1,i
CC(C)c1nccn1CCCNC(=O)c1c(O)cccc1O,?
CC1=C[C@@H](CNC(=O)c2ccccc2)[C@H](C(C)C)C[C@H]1CC(=O)O,i
CC(C)(C)C1CC=C2C(C#N)=C(N)C(C#N)(C#N)C(c3c[nH]c4ccccc34)C2C1 (centres undefined),?
CN(C(=O)c1cn(-c2ccc(F)cc2F)c(=O)c2ccccc12)c1ccc(Cl)cc1,i
Cc1ccc(C(=O)c2cccc(N)c2)cc1C,?
C=CCn1c(C(C)NC(=O)CCC)nc2ccccc21 (centres undefined),i
CCC(=O)c1ccc(OC(=O)N2CCOCC2)cc1,i
Cc1cc(C2CCC2)nc(N2CCN(S(N)(=O)=O)CC2)n1,i
COC(=O)Cn1c(C)cc2ccccc2c1=O,i
CCSc1nc2c(c(=O)[nH]1)C(c1cccc(O)c1)C1=C(CCCC1=O)N2 (centres undefined),i
COC(=O)c1cc(-c2ccc(OC)c3ncccc23)c[nH]1,?
Cc1nnc2n1N=C(c1ccc(Cl)cc1)CS2,39%*!
CCNCC(O)CN1CCC(C)CC1 (centres undefined),i
CCOc1c(Nc2ccc(Cl)cc2)c(=O)c1=O,i
Cc1cc(C)c(S(=O)(=O)Nc2ccc(Cl)cn2)cc1C,i
O=C(Cc1cccs1)N1CCN=C1SCc1ccccc1F,?

# Structures shown so far with bromine, in the order listed:
SMILES,ST2 inh
CC1=N/C(=C\c2ccc(Br)cc2)C(=O)O1,i
Cc1ccc(NC(=O)/C(=C/c2ccc3c(c2)OCO3)NC(=O)c2ccc(Br)cc2)cc1,i

# In another format: 2 of the compounds above
O=c1oc2c(Cl)cc(NS(=O)(=O)c3ccc(Cl)cc3)cc2s1
  ST2 inh: i
Cc1nn(C)cc1-c1ccnc(NCCCN2CCCC2)n1
  ST2 inh: i

# The listing picks up, repeating the 3 entries before the break.
SMILES,ST2 inh
CCOc1c(Nc2ccc(Cl)cc2)c(=O)c1=O,i
Cc1cc(C)c(S(=O)(=O)Nc2ccc(Cl)cn2)cc1C,i
O=C(Cc1cccs1)N1CCN=C1SCc1ccccc1F,?
Cc1ccc(NC(=O)CC2SC(=Nc3ccccc3)NC2=O)c(C)c1 (centres undefined),i
Cc1ccc(-c2nnc3s/c(=C\c4ccccc4)c(=O)n23)cc1,i
O=C(N1CCCCCC1)C12CC3CC(CC(C3)C1)C2,i
O=C(CCS(=O)(=O)c1cccc2nsnc12)NC(c1ccccc1)c1ccccc1,i
Cc1nc(C)n(CC(C)C(=O)N(C)Cc2sccc2C)n1 (centres undefined),i
CCOc1ccc(C2NC(=O)c3c(sc4c3CCN(C)C4)N2)c(O)c1 (centres undefined),?
Cc1ccc(N2C(=O)CSC2c2ccc([N+](=O)[O-])cc2)c(Br)c1 (centres undefined),?
Cc1ccc(N2CC(NC(=O)c3ccc(Br)cc3)CC2=O)cc1 (centres undefined),i
COc1cc(/C=C/c2cc(O)cc(O)c2)ccc1O,i
CS(=O)(=O)c1nc2ccccc2n1Cc1ccccc1Cl,i
Cc1cc(Nc2ccccc2)nc(Nc2ccc(NC(=O)c3cccc(Br)c3)cc2)n1,i
CN(CCc1ccccn1)c1ncccc1CNC(=O)NC1CCCCC1,i
CN1CC2=C(OC(N)=C(C#N)C2c2ccc(F)cc2)/C(=C/c2ccc(F)cc2)C1 (centres undefined),i
Cc1ccc(C(C2=C(O)CC(C)(C)CC2=O)C2C(=O)CC(C)(C)CC2=O)cc1 (centres undefined),i
O=C1C[C@H]2CC[C@@H](CN1)N2C(=O)COc1ccc2c(c1)OCO2,i
CCOC(=O)C1(CC2CC2)CCN(Cc2ccccc2C(F)(F)F)CC1,i
Cc1ccc(N2CC(NC(=O)CCc3ccccc3)CC2=O)cc1 (centres undefined),i
Cc1cccc(/C(N)=N\OC(=O)N2c3ccccc3Sc3ccccc32)c1,?
O=C(NCc1cccnc1)c1noc2c1CCCCC2,i
Cc1ccc(C(O)c2nc3ccccc3n2C(C)C)cc1 (centres undefined),i
CC1CC(C)CN(S(=O)(=O)c2ccc(C(=O)Nc3nnc(C4CC4)o3)cc2)C1 (centres undefined),i
Cc1ccc(Cl)c(OCCN2CCNCC2)c1,i
CC(C)=CCC/C(C)=C/CC(O)/C(C)=C/Cc1cc(C(=O)O)ccc1O (centres undefined),i
COc1ccc(/C=C2/NC(=O)NC2=O)c(OC)c1C,i
CC1C(=O)OC(c2ccc(Br)cc2)C(C)(C)C1=O (centres undefined),i

# Next records.
SMILES,ST2 inh
CCOC(=O)C1CCN(C2CCN(c3cccc(NS(=O)(=O)c4ccc(F)cc4)c3)CC2)CC1,?
CC(C)c1cc(C(=O)N2CCn3cccc3C2c2ccccn2)n(C)n1 (centres undefined),i
Cc1cc2ncn(S(=O)(=O)N(C)C)c2cc1C,i
COc1ccc(C(=O)Nc2ccc(Cl)c(N3CCCS3(=O)=O)c2)cc1,i
COCCc1nc2ccc(C(=O)N3CCN(Cc4ccc(F)cc4)C(=O)C3)cc2o1,i
c1ccc(-c2noc(CN3CCN(C4CCCCC4)CC3)n2)cc1,?
Cc1ccc(-c2nc3ccccc3[nH]2)cn1,i
COc1ccc2c(c1)N(C(=O)C(C)N1C(=O)c3ccccc3C1=O)C(C)(C)C=C2C (centres undefined),i
CN(Cc1nccn1C)C(=O)CC(c1ccccc1)c1ccco1 (centres undefined),i
CCn1c(C2CCCN(Cc3ccc(-c4ccn[nH]4)s3)C2)nn(C)c1=O (centres undefined),?
Cc1cccc(NC(=O)CC(=O)NCc2cc(C(C)C)on2)c1C,i
COCC(=O)N[C@H]1C[C@H]2C(=O)Nc3ccc(-c4ccsc4)cc3C(=O)N2C1,?
O=C(CN1CCN(Cc2ccccc2F)S1(=O)=O)Nc1ccc2c(c1)OCO2,i
O=C(O)c1ccc(NCn2nnc3ccccc32)cc1,i
CC(C)CCNC(=O)c1cccn2c(=O)c3cc4ccccc4cc3nc12,?
COc1ccc(CNC(=O)C2CCN(Cc3ccc(Cl)cc3)CC2)cc1,?
O=C1NC(c2ccncc2)Nc2sc3c(c21)CCCC3 (centres undefined),i
O=C(CSc1nc2ccccc2o1)Nc1ccc(C(=O)O)cc1,i
Cc1ccccc1OC(=O)NC(=O)c1ccccc1,i
O=C(O)C(CO)c1ccccc1 (centres undefined),i
COc1cc(CC(=O)N2CC[C@H](CO)[C@H](O)C2)cc(OC)c1,i
COc1ccc(CN2CCCN(CC(=O)Nc3cccc(SC)c3)S2(=O)=O)cc1,i
Cc1noc(C)c1C(=O)N1CCCC(N2CCN(Cc3ccc4c(c3)OCO4)CC2)C1 (centres undefined),?
CN1CCCN(Cc2ccc([N+](=O)[O-])s2)CC1,?
O=c1/c(=C/c2ccc(I)o2)sc2n1CN(c1ccccc1)CN=2,?

# Going on with the list:
SMILES,ST2 inh
CC[C@H]1CN(C(=O)NC2CCCCC2)CC[C@H]1CC(=O)Nc1ccccc1,i
CCCN(C(=O)Cc1c(C(=O)O)[nH]c2ccc(Cl)cc12)c1ccc(OCC)cc1,?
CC1=C(C(=O)Nc2ccc(C)cn2)C(c2cccc(Cl)c2Cl)C2=C(CCCC2=O)N1 (centres undefined),i
c1ccc(-c2csc3c4ncnc-4ncn23)cc1,i
Cc1cc(N2CCCC2)nc(-c2ccccc2O)n1,i
O=C(Cc1ccccc1)N1CCC(c2ccccc2)C1 (centres undefined),i
CCOc1ccc(-c2cn(-c3cc(C)cc(C)c3)c(=O)[nH]2)cc1Cl,i
O=S(=O)(c1cc(Cl)ccc1Cl)N1CCCc2ccccc21,i
CCCC(Nc1nc(-c2cccnc2)nc2c1cnn2C)c1cccs1 (centres undefined),i
Cc1ccccc1OCc1nc(C#N)c(NCCN2CCOCC2)o1,?
COc1ccccc1N1CCN(C(=O)c2cc3c(C)nc4ccccc4c3o2)CC1,i
N#CCc1nc(-c2ccccc2)cs1,i
CSc1nc(-c2ccc(Br)cc2)nn1C(C)=O,i

# Source: PubChem BioAssay
